Screening results: PubChem, several laboratories
M18AAP inhibitor: blocks P. falciparum M18 aspartyl aminopeptidase; inhibition, % at 7.35 µM; recombinant PfM18AAP, H-Glu-NHMec fluorogenic cleavage; AID 1822; 290,000 compounds, 1.2% hits;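 active = inhibition above the campaign mean inhibition over all tested compounds plus 3 SD, cut at about 28% in these data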;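 also: 0% = plate median of test compound wells and 100% = 2 mM ZnCl2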
MEKK2mut PB1 HTS: signal of MEK5 binding to mutant human MEKK2 PB1 domain; bead flow cytometry, Alexa488-MEK5 binding to MEKK2 mutant; percent response, % at 10 µM; 290,000 compounds, 0.35% hits; AID 1530; in the data active = percent response above about 24%, passing the limit was not always enough; also: inactives centre near 1; some results filed as inactive read as strong as hits; reference of the scale not given here
IDE inh: cellular human IDE inhibition | 320,000 compounds, 0.41% hits | inhibition, % at 5.59 µM | HEK cells, FAbetaB cleavage, fluorescence polarization | P14735;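 active = percent inhibition above the average of all tested compounds plus 3 SD, set per screening campaign, cut at about 16% in these data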;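 also: IDE supplied by intact live HEK cells; FP after avidin binding of uncleaved biotin substrate so inhibition keeps polarization high; 0% = DMSO wells and 100% = 60 µM reference IDE inhibitor Ii1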
NALP1 yeast inh: inhibitors of NALP1 inflammasome in yeast | inhibition, % at 10 µM | S. cerevisiae NALP1/ASC/caspase-1 growth, X-gal OD620, 72 h | 280,000 compounds, 0.61% hits | AID 2071; in the data active = inhibition mostly above about 24%, no sharp cut-off; inactive = mostly below about 32%; also: some compounds called inactive have numbers as strong as hits
IDE act: activators of human insulin-degrading enzyme in cells. activation, % at 5.96 µM. P14735. HEK cells, FAbeta-B cleavage, fluorescence polarization; 0% vehicle, 100% cell-free pure enzyme wells. 340,000 compounds, 0.073% hits;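 active = activation above the mean of all tested compounds plus 3 SD, set per screening campaign, cut at about 17% in these data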
SUMO HTRF inh: blocks human SUMOylation mediated by UBC9. P63279. HTRF SUMOylation assay, SAE1/SAE2 + UBC9, in vitro. inhibition, % at 35 µM. 290,000 compounds, 0.36% hits. AID 2006; in the data active = inhibition above about 50%, passing the limit was not always enough; also: strong numbers were not always called active
Target sequence (P63279 whole entry, looked up): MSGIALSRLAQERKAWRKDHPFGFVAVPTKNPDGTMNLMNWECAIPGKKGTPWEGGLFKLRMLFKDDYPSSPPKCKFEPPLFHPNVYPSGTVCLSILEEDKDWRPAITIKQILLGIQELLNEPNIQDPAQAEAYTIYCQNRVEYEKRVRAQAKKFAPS
MEKK2wt PB1 HTS: raises or lowers MEK5 binding to wildtype human MEKK2 PB1 domain; Q9Y2U5; bead flow cytometry, Alexa488-MEK5 binding to MEKK2 WT; actives lie on both sides; binding response (% of control), % at 10 µM; 290,000 compounds, 1.1% hits; AID 1531; in the data active = binding response below about 67% or above about 130%
MEKK3 PB1 HTS: modulators (inhibitors or enhancers) of MEK5 binding to human MEKK3 PB1 domain; bead-based flow cytometry, Alexa488-MEK5 binding to MEKK3; actives lie on both sides; 0 = blocked by unlabeled MEK5, 100 = vehicle; binding response (% of control), % at 10 µM; 290,000 compounds, 1.4% hits; AID 1529;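 active = binding response more than 3 SD above or below the average of its plate-row segment, actives on both sides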;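 also: Alexa488 bead fluorescence after subtracting the streptavidin-only scavenger bead signal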
Target sequence (Q99759 whole entry, looked up, the tested form may be a part): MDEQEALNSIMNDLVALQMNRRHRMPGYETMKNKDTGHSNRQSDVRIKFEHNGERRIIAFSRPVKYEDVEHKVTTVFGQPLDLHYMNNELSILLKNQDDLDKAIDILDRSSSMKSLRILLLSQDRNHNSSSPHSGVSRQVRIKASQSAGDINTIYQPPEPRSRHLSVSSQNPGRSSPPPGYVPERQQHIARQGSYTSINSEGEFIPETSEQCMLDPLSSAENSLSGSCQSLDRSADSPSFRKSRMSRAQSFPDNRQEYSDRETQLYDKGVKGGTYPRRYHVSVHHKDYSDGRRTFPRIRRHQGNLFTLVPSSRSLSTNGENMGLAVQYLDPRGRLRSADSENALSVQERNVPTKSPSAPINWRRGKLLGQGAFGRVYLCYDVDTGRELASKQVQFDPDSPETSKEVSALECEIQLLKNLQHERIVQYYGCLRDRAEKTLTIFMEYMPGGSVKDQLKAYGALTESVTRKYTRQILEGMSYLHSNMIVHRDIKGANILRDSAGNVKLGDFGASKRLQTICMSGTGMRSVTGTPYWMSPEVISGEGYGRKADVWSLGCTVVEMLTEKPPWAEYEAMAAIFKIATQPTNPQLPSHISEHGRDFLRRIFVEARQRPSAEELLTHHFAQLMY
p-CIP stab down: compounds decreasing mouse p/CIP protein stability; F442A p/CIP-EGFP cells, EGFP fluorescence, 16 h; AID 1984; decrease of EGFP signal, % at 10 µM; 290,000 compounds, 0.01% hits;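 active = EGFP signal decrease of at least 30% at 10 µM or well 3 SD below plate mean, unless failing retest; inactive = the rest, including hits failing retest or dose response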; also: some compounds called inactive have numbers as strong as hits; many of its hits are not listed in these tables
* hit, by the source's call; · = not tested or not shown; [ ] = remark or other dose. An excerpt, so the mix of outcomes need not match the whole.

SMILES	M18AAP inhibitor	MEKK2mut PB1 HTS	IDE inh	NALP1 yeast inh	IDE act	SUMO HTRF inh	MEKK2wt PB1 HTS	MEKK3 PB1 HTS	p-CIP stab down
CCOC(=O)C1=C(N)OC2=C(C(=O)CC(C)(C)C2)C1c1ccoc1 (stereo unspecified)	-5	4	0	43	-1	13	111	109	1
CCOC(=O)CC1CCCCN1C(=O)c1ccc2oc(CCc3ccccc3)nc2c1 (stereo unspecified)	-5	0	8	2	-3	-10	96	101	1
COC(=O)Cc1[nH]n(-c2ccccc2)c(=O)c1C(C)=Nc1ccccc1	-2	2	-1	-10	2	5	121	126	-3
COc1ccc(C(=O)NNC(=O)CSc2nnc(-c3cccnc3)n2C)cc1	-4	2	-6	6	2	10	112	118	-3
Cc1c(C(=O)N(CCO)Cc2ccccc2)oc2c(F)cccc12	3	5	4	-4	-2	3	101	100	-19
CC1(C(=O)NC2CCCCC2)CCC(=O)N1Cc1ccc2c(c1)OCO2 (stereo unspecified)	-2	-7	4	·	7	2	83	90	2
Cc1cccc(N2C(=O)SC(N(CC(=O)O)c3cccc(C)c3)C2=O)c1 (stereo unspecified)	12	4	2	0	1	0	107	102	-7
CCOC(=O)C1CCN(C(=O)C(CC)c2ccccc2)CC1 (stereo unspecified)	-16	-4	-4	22	1	6	79	82	-6
O=C(O)Cc1sc(-c2ccccc2)nc1-c1cccs1	5	-4	-5	10	-5	1	92	100	10
CCn1c(=O)cc(SCC(=O)N2CCN(C(=O)c3ccco3)CC2)c2ccccc21	7	3	-4	14	-2	-7	105	106	-4
CCc1ccc(NC(=O)c2cnc(N3CCN(c4ccccn4)CC3)c3ccccc23)cc1	-11	-6	2	-2	·	-3	98	106	-10
Cc1nc2ccccc2c2oc(C(=O)NC3CC3)cc12	14	12	6	-16	-3	-1	112	108	3
Cc1ccc(NNC(=O)c2c(C)noc2C)cc1Cl	30*	9	3	8	7	21	100	103	-8
CCN(CC)c1cc(C)c2cc(NC(=O)CNC(C)=O)ccc2n1	9	-2	3	6	0	22	99	99	0
CNC(=O)c1oc(-c2ccc(Cl)cc2)nc1C	3	1	-2	6	4	11	102	99	-3
O=C(Cc1ccc(Cl)cc1Cl)NC1CCCCCC1	0	0	-1	3	2	-16	99	103	-2
C=CCn1c(COc2cc(C)ccc2C(C)C)nnc1SCC(=O)c1c(N)n(C)c(=O)n(C)c1=O	16	-2	0	24	4	10	99	97	-4
Cc1c(NC(=O)c2ccc3nsnc3c2)cccc1[N+](=O)[O-]	-6	-2	1	25	6	7	94	95	-10
Cn1cccc1C(=O)NC(=O)COC(=O)CC12CC3CC(CC(Br)(C3)C1)C2	-1	0	0	17	7	-13	98	101	-9
COc1ccc([C@@H]2C[C@@H](c3ccccc3)Oc3cc(OC)cc(OC)c32)cc1	·	-3	·	·	5	0	102	99	-6
O=C(Nc1ccc(Cl)cn1)Nc1ccccc1Cl	-5	-1	5	23	-2	-11	94	81	-14
Cc1c(C(=O)N2CCOCC2)sc(NC(=O)CCl)c1C#N	5	4	2	-7	1	6	100	102	-18
C/C(=N\NC(=O)C(N)=O)c1ccc2c(c1)OCCO2	4	-2	-1	8	5	12	98	100	-10
CCOc1ccc(-n2c(N)c(C(=O)N3CCN(C)CC3)sc2=S)cc1	0	-10	1	-10	3	0	99	101	-4
CCOC(=O)c1sc(N=NC2=C(O)CC(C)(C)CC2=O)c(C(=O)OCC)c1C	-4	-2	-3	-12	0	11	96	98	-3
Next section:
SMILES	M18AAP inhibitor	MEKK2mut PB1 HTS	IDE inh	NALP1 yeast inh	IDE act	SUMO HTRF inh	MEKK2wt PB1 HTS	MEKK3 PB1 HTS	p-CIP stab down
O=C(CCc1cnccn1)NC1CCCc2c1cnn2-c1ccc(F)cc1F (stereo unspecified)	0	-2	6	7	7	4	101	112	-6
Cc1[nH]ccc(=O)c1Oc1ncc(C(F)(F)F)cc1Cl	6	-11	-1	-7	0	-7	95	104	-3
COc1ccc(NCc2nnc(SCC(=O)Nc3cc(C)cc(C)c3)o2)cc1	-1	0	5	18	0	20	98	100	-3
C=CCNC(=S)N1CCC(C(=O)c2ccc3c(c2)OCCO3)CC1	-3	-1	-1	5	2	18	97	98	-11
CCc1cccc(NC(=O)c2sc3nc4n(c(=O)c3c2C)CCC4)c1	1	3	6	4	-4	·	95	98	-11
COC(=O)c1ccc(-c2ncc(-c3cccc4ccccc34)o2)cc1	3	1	-6	11	5	8	98	105	0
Cn1c(SCC(=O)NC2CCCC2)nnc1-c1cccs1	-1	2	4	6	-3	6	98	101	-11
Cc1oc(-c2ccc3c(c2)OCCO3)cc1C(=O)NCC(=O)O	11	4	1	12	0	13	102	105	0
O=CN(/C=C1\Sc2ccccc2C1=O)Cc1ccccc1	15	4	7	13	0	8	97	106	-4
Cc1cccc([C@@H]2[C@@H]3C(=O)N(Cc4ccccc4)C(=O)[C@@H]3[C@]3(Cc4ccc(Cl)cc4)C(=O)N(c4ccccc4)C(=O)N23)c1	7	-4	-3	26	-2	-7	89	97	3
COc1cccc(CNC(=S)NC2CCCC2)c1	-13	4	7	6	0	3	112	111	2
O=C(COC(=O)c1cccnc1)Nc1cccc(Cl)c1	3	-8	1	1	6	0	71	60	-5
O=C(CCN1C(=O)[C@@H]2Cc3ccccc3CN2C1=O)N[C@H](Cc1ccccc1)C(=O)O	-1	7	1	-4	2	3	107	103	12
CCOC(=O)c1cc2ccccc2n1CC(=O)c1ccccc1	-11	5	0	23	4	12	106	108	-9
OCCCNc1ncnc2sc(-c3ccccc3)cc12	2	-1	7	-31	-3	18	93	90	-10
CCOC(=O)CNC(=O)CSc1nnc(-c2ccccc2OC)n1CC	13	2	6	-2	7	-6	101	105	-6
O=C1NC2(CCCCCC2)C(=O)N1Cc1ccc([N+](=O)[O-])cc1	-11	0	-3	24	3	3	99	127	-9
COc1ccc(C2NC(c3ccc(OC)cc3)C(C)C(=O)C2C)cc1 (stereo unspecified)	-10	0	-4	16	4	12	97	100	-18
N=c1n(CC(=O)c2cccc([N+](=O)[O-])c2)c2ccccc2n1Cc1ccccc1	-3	-15	-1	-1	3	-2	89	92	12
Cc1ccc(N=C/C(C(=O)C(F)(F)F)=C(\O)c2cccs2)cc1	-5	-5	2	6	6	7	98	100	-12
CN1C(=O)C(=O)/C(=C(/O)c2ccc(Br)cc2)C1c1ccccc1F (stereo unspecified)	-10	-1	-3	19	6	18	101	98	-2
Cc1c(C(=O)O)cccc1-c1ccc(/C=N/n2cnnc2)o1	35*	4	2	-2	6	12	104	101	-9
Cc1oc2cc3oc(=O)c(CC(=O)NCCC(=O)O)c(C)c3cc2c1C	3	-1	·	10	4	24	99	98	-1
CCCC(C(=O)NCc1ccco1)N(C(=O)CNS(=O)(=O)c1ccccc1)c1ccc(OC)cc1 (stereo unspecified)	1	0	-4	-15	4	-1	110	122	-9
CCn1nnc2cc(C(=O)NCC(c3ccccc3OC)N(C)C)ccc21 (stereo unspecified)	-13	3	0	-2	3	6	96	98	-14
Other compounds follow.
SMILES	M18AAP inhibitor	MEKK2mut PB1 HTS	IDE inh	NALP1 yeast inh	IDE act	SUMO HTRF inh	MEKK2wt PB1 HTS	MEKK3 PB1 HTS	p-CIP stab down
CCC(Oc1ccc(C)cc1)C(=O)Nc1ccccc1C(=O)N1CCOCC1 (stereo unspecified)	3	1	3	-9	5	2	98	98	-6
Cc1nc(C)c(-c2csc(NCc3ccccc3)n2)s1	11	-1	-1	11	1	14	93	99	-6
N#C/C(=C\c1ccc(Sc2ccccc2)o1)c1nc2ccccc2[nH]1	3	6	21*	28	-22	12	109	108	-60
Cc1cc(-c2ccccc2)nc(N/N=C/c2cccnc2)n1	5	-7	-1	-3	3	17	93	103	-14
Cc1ccc(N(C(=O)CNC(=O)c2ccco2)C(C(=O)NC2CCCC2)c2cccnc2)cc1F (stereo unspecified)	5	4	-2	7	-2	7	104	99	3
Cc1ccc(/C(O)=C2/C(=O)C(=O)N(CCCn3ccnc3)C2c2ccccn2)cc1 (stereo unspecified)	1	·	·	-9	·	11	·	·	1
O=C(Nc1nccs1)c1ccc(CSc2nnnn2-c2ccccc2)cc1	-1	-2	2	7	0	19	94	89	-17
O=C(O)COCC(=O)Nc1ccc2c(c1)ncn2CCc1ccccc1	2	12	3	17	-1	8	111	110	-6
Cc1onc(-c2ccccc2Cl)c1C(=O)N1CCN=C1SCc1cccnc1	2	3	0	-2	2	14	103	102	-2
CC/C(CC(=O)C(F)(F)F)=N\NC(=O)/C(C#N)=C/N(C)C	43*	8	5	-21	1	9	107	102	-1
C=CCNC(=O)c1cccc(Br)c1	4	-1	-2	3	2	-1	99	103	-6
CCn1c(SCCC#N)nnc1-c1ccncc1	-10	2	-1	11	5	6	103	103	0
O=C(O)c1ccc(COc2ccccc2/C=C2\NC(=O)N(Cc3ccccc3)C2=O)cc1	-2	-3	-3	-1	2	8	94	96	2
CC1=C(c2ccc(C)cc2)S(=O)(=O)N(CC(=O)O)C1=O	3	1	-2	6	4	22	100	103	1
CC(C)c1ccc(C2/C(=C(\O)c3ccc4c(c3)OCCO4)C(=O)C(=O)N2CCN2CCOCC2)cc1 (stereo unspecified)	9	-3	4	15	3	-8	100	104	-4
Cc1nc2ccc(NC(=O)COc3cccc(F)c3)cc2s1	5	1	5	2	0	8	101	100	5
COc1ccc(/C=N/n2cnnc2SCCO)cc1OC	-9	7	-3	7	7	21	100	98	-8
OCCC1CN(Cc2cccc(C(F)(F)F)c2)CCN1Cc1ccccc1 (stereo unspecified)	0	-5	-1	0	2	9	101	98	-21
CC(CC(=O)O)CC(=O)Nc1ccc(S(N)(=O)=O)cc1 (stereo unspecified)	-8	0	-1	2	0	-15	99	101	7
O=C(Nc1ccc(S(=O)(=O)Nc2nccs2)cc1)c1cccc(F)c1	-14	-1	-2	3	4	2	98	101	-13
O=C(CCCn1cnc([N+](=O)[O-])n1)Nc1ccc(Cl)cc1Cl	-3	-1	2	1	4	12	98	103	-14
Cc1ccc(C)c(NC(=O)C(=O)NCCc2c[nH]c3ccccc23)c1	-8	-16	2	23	3	-6	35*[inhibitor]	34*[inhibitor]	3
CCOc1ccc(NC(=O)Nc2nnc(CC(=O)NCc3ccccc3)s2)cc1	-3	-3	0	10	2	18	104	106	-8
Cc1ccc(-n2c(SCC(=O)Nc3ccc4c(c3)OCO4)nnc2-c2cccs2)cc1	-4	8	8	-6	1	-2	100	102	-1
Cc1ccccc1NC(=S)N1CCCCCC1	-5	0	·	8	4	20	98	100	-10
Cc1c(C=O)c2ccccn2c1C(=O)c1ccncc1	4	2	-4	5	2	-5	105	103	-7
COc1ccc(-c2ccnc(SCC(=O)c3ccc(Br)cc3)n2)cc1	4	0	-7	32	5	22	104	106	0
COc1ccc2c(=O)c3c(=O)n(-c4ccccc4)c(-c4ccco4)nc3oc2c1	2	-1	0	5	2	8	97	100	-5
CCOc1ccccc1NC(=O)C1CCN(c2ccc(S(=O)(=O)N3CCCC3)cc2)CC1	-13	-7	6	8	1	8	89	85	-4
COC(=O)C1=C(C)Nc2c(c(=O)n(C)c(=O)n2C)C1c1ccncc1 (stereo unspecified)	-2	0	1	24	-2	21	98	83	-2

A portion from further up, as a working copy:
SMILES	M18AAP inhibitor	MEKK2mut PB1 HTS	IDE inh	NALP1 yeast inh	IDE act	SUMO HTRF inh	MEKK2wt PB1 HTS	MEKK3 PB1 HTS	p-CIP stab down
CCC(Oc1ccc(C)cc1)C(=O)Nc1ccccc1C(=O)N1CCOCC1 (stereo unspecified)	3	1	3	-9	5	2	98	98	-6
Cc1nc(C)c(-c2csc(NCc3ccccc3)n2)s1	11	-1	-1	11	1	14	93	99	-6
N#C/C(=C\c1ccc(Sc2ccccc2)o1)c1nc2ccccc2[nH]1	3	6	21*	28	-22	12	109	108	-60
